Screens from PubChem BioAssay.
EPAC1 antagonist: blocks human EPAC1 exchange factor. O95398. EPAC1 GEF assay, Rap1b-BODIPY-GDP exchange fluorescence. Potency, µM (top dose mostly 115 µM), for the others: at the highest dose activity change, negative = inhibition, hits mostly inhibitors. 360,000 tested, 0.14% active;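 also: plate controls were vehicle for no effect and positive control for full effect; nearly all actives have a fitted effect of over 50% in size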
FUS suppressor: FUS proteinopathy suppression in yeast; Potency, µM (series often up to 76.6 µM), for the others: at the top dose growth rescue (activation), most hits filed as activators; S. cerevisiae FUS-expressing, growth rescue, OD600, 24 h; 390,000 tested, 0.24% active;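 also: plate controls were DMSO vehicle for no effect and reference control for full effect; nearly all actives have a fitted effect of over 55% in size; some results filed as inactive show a strong effect at the top dose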
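Read-out: OD at 600 nm after 24hr at 30C, reporting rescue of FUS-induced yeast toxicity. Cells at OD 0.005 in galactose (2%) minimal medium; compounds tested in a dilution series; CP55940 titration from 92uM final as control.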
EPAC2 antagonist: EPAC2 (human) antagonism. Q8WZA2. EPAC2 GEF exchange of Rap1B-BODIPY-GDP, fluorescence. Potency, µM (series often up to 114 µM), for the others: at the top dose activity, negative = inhibition, most hits filed as inhibitors. 360,000 tested, 0.18% active. AID 720708; also: % is scaled to controls: 0 for no effect and ±100 for the full control effect; nearly all actives have a fitted effect of over 45% in size; many of its hits are not listed in these tables
EPAC2 agonist: EPAC2 (human) agonism; Q8WZA2; EPAC2 activation, biochemical qHTS; response scale: 100% = 6.5 mM cAMP response; Potency, µM (doses to about 154 µM), without a hit: top-dose activation, actives largely listed as activators; 360,000 tested, 0.079% active; also: nearly all actives have a fitted effect of over 50% in size
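Guanine nucleotide exchange by EPAC2 is measured as reduced fluorescence of BODIPY-GDP once it is released from 250 nM Rap1B. Plates are read kinetically for 30 min at room temperature; results are scaled to 6.5 mM cAMP.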
TDP43 rescue: TDP-43 toxicity inhibition in yeast; TDP-43 expressing yeast growth rescue, BacTiter-Glo, 24 h; Potency, µM (top dose mostly 46.1 µM), for the others: at the highest dose growth rescue (activation), usual class: activators; 410,000 tested, 1.8% active; AID 652104; also: % of control where 0% means no effect; nearly all actives have a fitted effect of over 50% in size
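Growth rescue of TDP-43-toxic yeast measured as ATP luminescence (BacTiter-Glo). Cells grown to mid-log in raffinose, induced in galactose at OD600=0.02, exposed to compound 24 hr at 30 deg C.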
aSyn yeast inh: alpha-synuclein toxicity inhibition in yeast. Yeast expressing alpha-synuclein, growth rescue, BacTiter-Glo, 24 h. Potency, µM (top dose mostly 46.1 µM), inactives show at the top dose growth rescue (activation), hits mostly activators. 370,000 tested, 0.14% active; also: % of control where 0% means no effect; nearly all actives have a fitted effect of over 65% in size
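Galactose-induced alpha-syn yeast (OD600=0.02, raffinose-pregrown) + pinned cpd, 24 hr, 30 deg C; growth by BacTiter-Glo luminescence. Growth restoration scores as activation.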
PTHR1 ag: PTHR1 (human) receptor agonism | Q03431 | HEK293 GP2 PTHR1 cells, GloSensor cAMP luminescence, 1 h | Potency, µM (series often up to 115 µM), without a hit: top-dose activation, hits mostly activators | 410,000 tested, 0.075% active; also: nearly all actives have a fitted effect of over 55% in size; some results filed as inactive show a strong effect at the top dose; inactives centre near -15; many of its hits are not listed in these tables
Target sequence (Q03431 whole entry, looked up): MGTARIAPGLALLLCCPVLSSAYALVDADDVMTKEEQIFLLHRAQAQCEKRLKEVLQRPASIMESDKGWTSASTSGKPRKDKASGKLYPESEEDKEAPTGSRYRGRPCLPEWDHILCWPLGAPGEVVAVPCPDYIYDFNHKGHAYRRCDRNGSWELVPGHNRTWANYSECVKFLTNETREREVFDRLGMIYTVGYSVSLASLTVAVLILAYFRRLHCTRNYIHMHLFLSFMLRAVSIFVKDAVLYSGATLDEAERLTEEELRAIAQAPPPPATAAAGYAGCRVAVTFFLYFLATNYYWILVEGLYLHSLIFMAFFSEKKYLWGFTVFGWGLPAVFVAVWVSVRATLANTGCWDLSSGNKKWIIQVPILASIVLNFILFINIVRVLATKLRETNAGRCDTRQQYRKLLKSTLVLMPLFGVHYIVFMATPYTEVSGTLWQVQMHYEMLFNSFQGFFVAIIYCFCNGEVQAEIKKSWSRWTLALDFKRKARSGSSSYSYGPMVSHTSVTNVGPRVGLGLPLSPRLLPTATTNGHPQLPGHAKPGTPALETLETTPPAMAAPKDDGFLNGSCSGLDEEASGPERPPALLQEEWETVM
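HEK-293-derived GP2 cells expressing PTHR1 and a GloSensor cAMP reporter, 3,000/well, plated overnight, given luciferin plus IBMX (each 0.5 mM as added) for 1 h at 37 °C, then compound for 1 h at 37 °C. Luminescence was read after 15 min at room temperature.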
EPAC1 agonist: agonists of human EPAC1; Potency, µM (top dose mostly 154 µM), for the others: at the top dose activation, actives largely listed as activators; EPAC1 agonist qHTS, biochemical assay; response scale: 100% = response to 6.5 mM cAMP; 360,000 tested, 0.073% active; also: nearly all actives have a fitted effect of over 60% in size
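Nucleotide exchange by EPAC1 (100 nM) on Rap1B–BODIPY-GDP (250 nM) in the presence of 50 uM GDP is tracked fluorescently at 480/540 nm over 30 min. Signals are normalized to a 6.5 mM cAMP control.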
An asterisk follows results filed as active; i = inactive; ? = inconclusive; . = not tested or not shown; [ ] = another dose, or the depositor's remark. Calls follow the shape of the dose curve; as a rule, active = well fitted curve in the direction sought with a large enough effect; inconclusive = small, poorly fitted or top-dose-only effect, or another doubt; inactive = no such curve, though single readings can be large; an effect the other way counts as inactive or inconclusive. Potency is read from the fitted curve at half-maximal effect. An excerpt; count on the stated rates, not on these rows.

molecule | EPAC1 antagonist | FUS suppressor | EPAC2 antagonist | EPAC2 agonist | TDP43 rescue | aSyn yeast inh | PTHR1 ag | EPAC1 agonist
CCC(C)NC(=O)CC(c1ccccc1)c1cc(C)ccc1O (centres undefined) | -1% | 1% | 6% | -6% | -4% | 0% | i | 8%
COc1cc(CN2CCN(C(c3ccccc3)c3ccccc3)CC2)cc(OC)c1OC | -10% | 8% | 4% | 13% | 1% | 1% | i | 14%
Cc1c(Cl)ccc2sc(NC(=O)CN3C(=O)c4ccccc4C3=O)nc12 | 2% | -32% | 3% | -2% | 4% | 9% | -5% | 4%
CC(=O)Nc1nc(-c2ccccc2)c(-c2ccccc2)o1 | 9% | 34% | 12% | 7% | 0% | -3% | -12% | -1%
CCOc1ccc(CN(C)CC(=O)Nc2cccc(C)c2)cc1OC | 4% | -5% | 5% | 4% | 26% | 0% | -29% | -4%
CC(=O)Oc1c(/C=C(\C#N)C(N)=O)[nH]c2ccccc12 | -24% | -8% | ? | -47%[inhibitor] | -1% | -1% | -30%[inhibitor] | -69%[inhibitor]
Cc1cccc(NC(=O)C(C)Sc2ncnc3sccc23)c1 (centres undefined) | -6% | 12% | -14% | ? | ? | 0% | -36%[inhibitor] | 9%
CCN(C(=O)c1ccc(S(C)(=O)=O)cc1)C12CC3CC(CC(C3)C1)C2 | 9% | -12% | 1% | 0% | 4% | 12% | -2% | -1%
Cc1nc2ccccn2c1C(=O)NNS(=O)(=O)c1ccc(Cl)cc1 | 11% | 16% | -5% | 11% | -6% | 0% | 0% | 0%
CCc1c(-c2ccccc2F)ncn1Cc1cccc(-c2ccccc2)c1 | -16% | ? | -25% | 19% | 20µM* | -23% | -43%[inhibitor] | 4%
Cn1cnc2cc(NC(=O)c3cccs3)ccc21 | 13% | 16% | 17% | 3% | -28% | -29% | -8% | -12%
c1ccc(CC2CCCNC2)cc1 (centres undefined) | 1% | -16% | 14% | 2% | 4% | 1% | i | -5%
O=C(NC1CCCCC1)c1sc(=S)n2c1[nH]c(=O)c1ccccc12 | -3% | 18% | ? | -8% | ? | -21% | -19%[57.5 µM] | -2%
Cc1c(S(=O)(=O)Nc2cc(Cl)ccc2Cl)c(=O)n(C)c(=O)n1C | -5% | -23% | -16% | 8% | 17% | 2% | i | 0%
O=C(Cc1c(F)cccc1Cl)N/N=C/c1cccnc1 | -10% | 20% | -2% | 6% | 4% | -6% | i | 9%
COC(=O)Nc1ccc(S(=O)(=O)N2CCCC(C(=O)N3CCCCCC3)C2)cc1 (centres undefined) | 16% | -43% | 9% | 5% | 24% | 1% | -23% | 11%
O=[N+]([O-])c1ccc(S(=O)(=O)N2CCC3(CC2)OCCN3S(=O)(=O)c2cccs2)cc1 | -11% | -1% | 12% | 13% | ? | 3% | -22% | ?
COC(=O)C(C)(C)ONC(=O)Nc1ccccc1Br | 14% | . | 9% | 17% | 3% | -3% | -20% | -7%
Cc1ccc(NC(=O)c2ccc(S(=O)(=O)C(F)F)cc2)c(C)c1 | -6% | 6% | -3% | 16% | 18% | 0% | i | 4%
CC/C(=N\O)C(C)(C)/[N+]([O-])=C/c1ccc(Br)cc1 | 0% | -15% | -2% | 11% | 0% | -2% | i | 3%
CCN(CC)c1ccc(/C=N/NC(=O)CNC(=O)c2cccs2)cc1 | -14% | 4% | -5% | 8% | 9% | 3% | i | 1%
O=C(CN(C(=O)C1CSC(=O)C1)c1cccc(F)c1)NC1CCCC1 (centres undefined) | -21% | -36% | 3% | 6% | -3% | -2% | i | -6%
CC(=O)N1N=C(c2ccc(C)o2)CC1c1ccc(Br)cc1 (centres undefined) | -1% | 40% | -2% | 12% | ? | 6% | -17%[57.5 µM] | 6%
CCOC(=O)N1CCC2(CC1)C(C#N)=C(N)OC1=C2C(=O)CC(C)C1 (centres undefined) | 12% | -2% | 16% | -6% | 9% | -10% | i | -2%
COC(=O)C(C(=O)Nc1ccccc1C)C1CCCCCC1 (centres undefined) | -13% | 19% | 0% | 5% | -5%[9.22 µM] | 1% | i | 7%
CNc1nc(C)c(C(=O)c2ccc(Cl)cc2)s1 | -4% | ? | -6% | 10% | 0% | -9% | -5%[57.5 µM] | 3%
CCCc1c(C(=O)Nc2cc(C)on2)cnn1-c1ccccc1 | 0% | 10% | 12% | -5% | 1% | 4% | -18% | -10%
CN1CCCC(OC(=O)/C(C#N)=C/c2ccccc2)C1 (centres undefined) | -3% | -15% | 4% | 8% | 0% | -8% | i | 3%
O=C(CCN1C(=O)C2CC=CCC2C1=O)Nc1nccs1 (centres undefined) | 3% | 22% | 6% | 11% | 3% | -4% | -4% | -3%
O=C(NNC(=S)NC(=O)C12CC3CC(CC(C3)C1)C2)c1ccncc1 | 9% | 40% | -5% | -8% | ? | -14% | i | -1%
Cc1ccc(OCC(=O)Nc2cc(NC(=O)COc3ccc(C)c(C)c3)cc(C(=O)O)c2)cc1C | ? | -4% | 35%[activator] | 2% | 2% | -5% | i | 1%
CCOC(=O)C1C(c2ccc(O)c(OC)c2)NC(=S)NC1(O)C(F)(F)F (centres undefined) | 0% | -29% | 1%[57.1 µM] | -5% | -9% | -6% | -22% | -5%
Cc1cc(C)c(C)c(S(=O)(=O)N[C@@H](C)C(=O)OC(C)C(=O)NC(N)=O)c1C (some centres undefined) | 12% | 0% | 1% | 5% | 21% | -1% | i | 4%
CCOC(=O)C/C(C)=N/NC(=O)c1cccs1 | -3% | 7% | -4% | 1% | -8% | 4% | i | 4%
CNC(=O)c1c[nH]c2ccc(S(=O)(=O)Nc3cccc(SC)c3)cc2c1=O | 10% | 6% | 17% | 4% | 0% | -1% | i | 7%
CC1(C(=O)Nc2ccc3c(c2)OCCO3)CCC(=O)N1CC(F)(F)F (centres undefined) | -7% | -13% | ? | -17% | -1% | -2% | 14% | 3%
CC(C)NS(=O)(=O)c1cc(F)ccc1CN1C(=O)c2cccnc2C1=O | -16% | -17% | -1% | 3% | 4% | 6% | ? | 3%
Cc1nnc(NC(=O)CN2C(=O)c3ccccc3S2(=O)=O)s1 | 0% | -14% | 14% | 12% | 2% | -4% | i | 0%
O=S(=O)(NCc1ccncc1)c1ccc(S(=O)(=O)NCC2CCCO2)cc1 (centres undefined) | 5% | -4% | 6% | 5% | -20% | -2% | i | -7%
O=C(NC1CCCCC1)N1CCc2ccccc21 | 0% | -2% | -5% | -2% | 3% | 1% | i | 0%
Cc1cc(C)n(CC(=O)N/N=C/c2cccs2)n1 | 6% | 6% | 3% | 4% | 6% | 3% | i | -3%
CCOc1cc2c(cc1OC)C(NC(=O)c1ccco1)CC2=O (centres undefined) | 6% | 3% | 1% | 1% | 0% | 0% | i | 14%
CSc1ncccc1C(=O)Nc1cccc(S(=O)(=O)N2CCCCC2)c1 | -10% | 40% | 3% | 3% | 15% | 8% | -33%[inhibitor] | -10%
Cc1ccsc1C(=O)NCc1ccc(F)cc1 | 4% | 17% | 2% | 8% | 13% | 7% | i | 15%
O=C(CCSCc1ccc(Cl)cc1)NCc1cccnc1 | 24% | 13% | 27% | 2% | 0% | -1% | -19% | 6%
O=C(O)c1cccc(CN2C(=O)c3ccccc3C2=O)c1 | -21% | 15% | 3% | 15% | -15% | 5% | ? | -1%
CCc1nc2c(OCc3ccccc3C(=O)OC)cccn2c1N(C)C(=O)Nc1ccccc1OC | -16% | 19% | -4% | 14% | 22% | 0% | -14% | 4%
COc1ccccc1N(CC(O)Cn1nc(C)cc1C)S(=O)(=O)c1ccccc1 (centres undefined) | 0% | 6% | 2% | 2% | -8% | 1% | i | 7%
Cc1ccc(C(=O)Nc2ccccc2-c2ccccc2)cc1S(=O)(=O)Nc1cccc(C)c1C | -8% | ? | -3% | 14% | -17% | ? | i | 0%
Cc1c(NC(=O)CSc2cccc3cccnc23)c(=O)n(-c2ccccc2)n1C | 10% | 14% | 9% | 2% | ? | -10% | i | -1%
CCOc1ccc(C(=O)NNC(=O)CN2C(=O)C3CC=CCC3C2=O)cc1OC (centres undefined) | -10% | 17% | -4% | 7% | 7% | 0% | 12% | 18%
COc1ccc(C(=O)NN=C2CCCC2)cc1 | 3% | -11% | 17% | 13% | -6% | -10% | -22% | -10%
Cc1noc(C)c1S(=O)(=O)N(CC(=O)NCc1ccc(Cl)cc1)c1ccc2c(c1)OCO2 | 6% | 3% | 9% | 5% | 25% | 4% | -11% | -18%
CCC(=O)N1c2ccc(S(=O)(=O)N3CCCC3)cc2CC1C (centres undefined) | -8% | -16% | -2% | 6% | 18% | 4% | i | 6%
CN1C(=O)CC(c2cn(Cc3ccccc3)c3ccccc23)C1=O (centres undefined) | 2% | 8% | -6% | 11% | 23% | 1% | -5% | 7%
Cc1ccc(S(=O)(=O)Nc2nc3ccccc3nc2NCc2ccc3c(c2)OCO3)cc1C | 12% | 13% | 4% | 8% | 10% | 2% | -3% | 1%

(further entries)
molecule | EPAC1 antagonist | FUS suppressor | EPAC2 antagonist | EPAC2 agonist | TDP43 rescue | aSyn yeast inh | PTHR1 ag | EPAC1 agonist
C[C@H]1CNC(=O)c2c(C(=O)Nc3cccc(Cl)c3)ncn21 | -21% | ? | -13% | -5% | 14% | 0% | 11% | -10%
Cc1c(Cl)cccc1-n1c(SCC(=O)N2CCC(C(=O)O)CC2)nc2ccccc2c1=O | -2% | 3% | 3% | 6% | 17% | -4% | 8% | 0%
OC(COc1ccccc1)CN(Cc1ccccc1)CC(O)COc1ccccc1 (centres undefined) | -26% | 0% | -18% | 13% | 6% | 9% | i | -29%
CC(=O)Nc1cccc(Nc2nc(-c3cccs3)nc3ccccc23)c1 | 9% | 35% | 12% | 15% | -6% | -10% | -22% | 9%
CC1=C(C(=O)NCCN2CCOCC2)C2(CCC(C)CC2)OC1=O (centres undefined) | -2% | -21% | 8% | 6% | 15% | 13% | -12% | 2%
CC(C(=O)N1CCN(Cc2ccccc2)CC1)n1ncn2cccc2c1=O (centres undefined) | 11% | -19% | 5% | 7% | -1% | -5% | -24% | -7%
